Screening results as filed in PubChem BioAssay.
Cl transport mod = KCC2 cotransporter modulators, thallium flux, primary screen, cell-based, HEK293 KCC2, FluoZin-2 fluorescence, MLSMR; Solute carrier family 12 member 5 (Homo sapiens), Q9H2X9; KCC2 cells, thallium flux FluoZin-2 fluorescence; B-score of Tl+ flux slope (higher = more flux/activation; lower = inhibition) at 10 µM; actives 2.2% (n = 190,000);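 active = thallium flux slope and its plate-corrected score both differing from the plate sample mean at a set confidence after two filtering rounds, in either direction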;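 also: slope of fluorescence scaled to starting intensity during 10 to 20 s after thallium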
Rad51 HR inh = human RAD51 strand exchange inhibitors, primary screen, biochemical, fluorescence. DNA repair protein RAD51 homolog 1 (Homo sapiens), Q06609. hRad51 DNA strand exchange, fluorescence dequenching. inhibition, % at 10 µM. actives 0.085% (n = 200,000);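 active = inhibition above 40% at the single screening dose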;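 also: 0% = DMSO control wells and 100% = blanks with heterologous ssDNA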
Target sequence (Q06609 whole entry, looked up): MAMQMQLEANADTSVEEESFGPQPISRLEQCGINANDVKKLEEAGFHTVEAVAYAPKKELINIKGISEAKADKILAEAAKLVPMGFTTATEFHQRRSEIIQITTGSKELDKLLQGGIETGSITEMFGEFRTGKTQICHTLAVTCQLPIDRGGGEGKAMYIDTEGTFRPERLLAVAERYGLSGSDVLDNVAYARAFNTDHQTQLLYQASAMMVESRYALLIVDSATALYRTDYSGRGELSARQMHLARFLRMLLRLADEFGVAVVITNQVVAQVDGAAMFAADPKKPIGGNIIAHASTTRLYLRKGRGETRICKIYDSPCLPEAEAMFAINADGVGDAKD
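System: human Rad51 nucleoprotein filaments preassembled on unlabelled ssDNA. Reagent: labelled 47-mer dsDNA for strand exchange. Schedule: 30-min compound preincubation and 15-min exchange, both room temperature. Measured by: FRET fluorescence dequenching, excitation 485 nm, emission 520 nm. Read-out: Fluorescence-based percent inhibition, control- and blank-normalised. Benchmarks: plate controls and plate blanks.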
FXIa inh 1536 = human FXIa protease inhibitors, primary screen, biochemical, 1536-well; Coagulation factor XI (Homo sapiens), P03951; purified FXIa, Boc-Glu-Ala-Arg-AMC fluorogenic substrate; inhibition, % at 5 µM; actives 0.14% (n = 220,000); AID 798, 2007;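 active = inhibition of at least 40%; inactive = inhibition below 40%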;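 also: fluorescence of freed AMC excited at 355 nm; 0% = enzyme without compound and 100% = no enzyme blank; many of its hits are not listed in these tables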
Target sequence (P03951 19-387 limits assumed): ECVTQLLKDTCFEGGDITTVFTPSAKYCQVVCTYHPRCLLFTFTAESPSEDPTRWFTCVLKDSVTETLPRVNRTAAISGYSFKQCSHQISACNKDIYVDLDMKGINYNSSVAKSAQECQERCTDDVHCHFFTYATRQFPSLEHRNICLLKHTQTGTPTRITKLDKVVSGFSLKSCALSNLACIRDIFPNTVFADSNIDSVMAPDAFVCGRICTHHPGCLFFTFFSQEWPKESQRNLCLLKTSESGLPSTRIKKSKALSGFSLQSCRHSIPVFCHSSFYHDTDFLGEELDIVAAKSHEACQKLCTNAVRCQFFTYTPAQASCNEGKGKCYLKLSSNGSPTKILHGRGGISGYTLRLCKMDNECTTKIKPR
Target sequence (P03951 388-625 limits assumed): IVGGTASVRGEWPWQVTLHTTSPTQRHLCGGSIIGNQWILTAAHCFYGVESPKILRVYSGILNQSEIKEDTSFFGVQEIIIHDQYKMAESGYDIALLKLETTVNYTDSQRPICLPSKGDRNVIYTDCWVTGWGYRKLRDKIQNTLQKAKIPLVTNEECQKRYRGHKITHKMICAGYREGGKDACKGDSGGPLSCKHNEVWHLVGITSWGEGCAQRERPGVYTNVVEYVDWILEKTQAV
Hck Nef HTS = inhibitors of Nef-activated human Hck kinase, primary screen, biochemical, Z-Lyte FRET, 384-well, Hck-YEEI | Tyrosine-protein kinase HCK (Homo sapiens), P08631 | Recombinant Hck-YEEI plus Nef, Z-Lyte FRET kinase assay | inhibition, % at 20 µM | actives 0.68% (n = 220,000);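 active = Hck-Nef kinase inhibition above about 50%, limit read from the data; inactive = inhibition below that limit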;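 also: 0% = DMSO with Hck plus Nef and 100% = Hck alone without Nef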
thrombin 1536 = human alpha-thrombin inhibitors, primary screen, counter-screen for coagulation protease inhibitor project, biochemical, 1536-well, fluorogenic AMC substrate. Boc-VPR-AMC fluorogenic substrate cleavage. inhibition, % at 5 µM. actives 0.26% (n = 220,000). AID 1046, 2008;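 active = inhibition at or above 40%; inactive = inhibition below 40%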;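 also: 0% = enzyme with no compound and 100% = wells without enzyme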
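System: human alpha-thrombin protein; Compound dosing: one concentration per compound, 5 µM, with 0.2% DMSO; Timing: reaction at room temperature; Technique: AMC fluorescence, 355/460 nm; Controls: enzyme without compound as high, wells lacking enzyme as low.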
zVAD death inh = inhibitors of zVAD-triggered necroptosis, primary screen, L929 cells; L929 zVAD necroptosis rescue, ATP luminescence, 24 h; with zVAD 60 µM; viability rescue, % at 10 µM; actives 0.38% (n = 220,000); AID 1377, 2008;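 active = activation, scaled between plate controls, above about 75%, limit read from the data; inactive = activation under that limit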;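 also: 0% = zVAD with DMSO and 100% = DMSO alone without zVAD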
FXIIa inh = human FXIIa protease inhibitors, primary screen, biochemical, 1536-well. purified FXIIa, Boc-QGR-AMC fluorogenic substrate, 2 h. inhibition, % at 5 µM. actives 0.3% (n = 220,000). AID 800, 2007; in the data active = inhibition above about 40%;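 also: 0% = enzyme with no compound and 100% = blank without enzyme; many of its hits are not listed in these tables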
TNF necrop inh = inhibitors of TNF-alpha triggered necroptosis, primary screen, cell-based, Jurkat FADD-/-, single concentration. actives 0.068% (n = 220,000). Jurkat FADD-/- TNF necroptosis rescue, ATP luminescence, 24 h; 0 = TNF only, 100 = no-TNF cells. activation (protection from cell death), % at 10 µM;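 active = activation, meaning protection from cell death, of at least 50% relative to plate controls; inactive = activation below 50%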;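 also: necroptosis triggered by 40 ng/mL TNF-alpha added together with compound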
hK5 inh = human KLK5 protease inhibitors, primary screen, biochemical, 1536-well; Kallikrein-5 (Homo sapiens), Q9Y337; recombinant hK5, fluorogenic AMC substrate cleavage; inhibition, % at 5 µM; actives 0.59% (n = 210,000);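 active = inhibition of 40% or more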;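 also: 0% = enzyme controls without compound and 100% = no-enzyme blanks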
An asterisk follows results filed as active; . = no result given.

| molecule | Cl transport mod | Rad51 HR inh | FXIa inh 1536 | Hck Nef HTS | thrombin 1536 | zVAD death inh | FXIIa inh | TNF necrop inh | hK5 inh |
| --- | --- | --- | --- | --- | --- | --- | --- | --- | --- |
| O=C(CCc1ccc(O)cc1)N/N=C/c1coc2ccccc2c1=O | -2.5 | 10 | 2 | 67* | 58* | 0.9 | 8 | -2.9 | 0 |
| S=c1[nH]ncn1NCc1ccc(Cl)cc1Cl | -0.71 | . | 1 | 11 | -1 | 87* | 14 | 1.3 | . |
| COc1ccc(CC(=O)Nc2nc(-c3ccncc3)cs2)cc1 | -0.03 | 11 | 1 | 31 | -11 | 63 | 7 | 2.5 | 3 |
| CNc1nc(N)c([N+](=O)[O-])c(Nc2cccc(F)c2)n1 | -0.47 | . | 2 | 31 | -7 | 0.0 | 6 | -9.5 | 2 |
| COc1ccc(-n2cnc3cc(NCc4ccco4)ccc32)cc1 | 0.7 | 3 | 2 | 2 | 2 | 80* | 13 | 1.0 | -15 |
| O=C(CSc1nc(O)c(Cc2ccccc2)c(=O)[nH]1)c1ccccc1 | -0.55 | 9 | 3 | 12 | 0 | 0.7 | 12 | -3.2 | 1 |
| CC1CCCC(NCC(O)COC(c2ccc(F)cc2)c2ccc(F)cc2)C1C (stereo not drawn) | . | -2 | 0 | 20 | -7 | 7.4 | 3 | 2.1 | -2 |
| CCSc1ccc(NC(=O)c2cccnc2)cc1 | 0.14 | -5 | 8 | 2 | 2 | -0.2 | 20 | -1.5 | -2 |
| CC1=C(C(=O)Nc2ccccc2)C(c2ccncc2)C(C#N)=C(SCC(=O)NC(C)C)N1 (stereo not drawn) | -0.6 | -4 | -13 | 1 | 1 | 0.5 | 6 | 3.0 | 28 |
| CCC1=NN(S(=O)(=O)c2ccc(C)cc2)C(O)(C(F)(F)F)C1 (stereo not drawn) | -1.4 | 3 | -4 | 14 | -16 | 1.8 | -4 | 0.6 | -7 |
| CCc1nc2ccc(C(=O)Nc3ccc(NC(C)=O)cc3)cc2nc1CC | 0.15 | -3 | -12 | 1 | -5 | 1.8 | -2 | 2.7 | -4 |
| CCOC(=O)N1CCC(NC(=O)c2ccccc2C(=O)O)CC1 | -0.042 | -4 | 0 | 17 | 2 | 0.1 | 11 | 1.1 | -1 |
| Cc1cc(C(=O)OCC(=O)NC(=O)NC(C)(C)C)c(C)o1 | 0.2 | -1 | 4 | 0 | 8 | 0.3 | 10 | 0.6 | 1 |
| Cc1c(C(=O)O)[nH]c2c1C(=O)CC(c1ccccc1)C2 (stereo not drawn) | 0.95 | 16 | 0 | -25 | 1 | 1.3 | 8 | -0.3 | -11 |
| COc1ccc(C2=NOC3(CC(=O)N(c4ccc(F)cc4)C3=O)C2)cc1 (stereo not drawn) | 0.12 | 17 | 1 | 14 | -1 | 0.1 | 5 | 0.4 | 2 |
| CCS(=O)(=O)N1CCC(C(=O)NCc2ccc(OC)cc2OC)CC1 | -0.13 | 11 | -10 | -4 | -1 | 1.9 | -6 | -0.5 | -28 |
| Cc1c(C(=O)NN)[nH]c2ccc([N+](=O)[O-])cc12 | . | -8 | 4 | 20 | -3 | -0.4 | 9 | -0.5 | 1 |
| O=S(=O)(c1cccc(NC(=S)Nc2ccc(Br)cc2Cl)c1)N1CCOCC1 | 1.3 | -10 | -4 | -1 | -1 | -0.5 | -1 | -10 | 1 |
| CCOC(=O)/C(C#N)=C/c1cc2ccccc2nc1N1CCCCC1 | -1.4 | -71 | 0 | 15 | 3 | 0.2 | 7 | 1.0 | 4 |
| Cc1nn(CC(=O)c2ccc(Cl)cc2Cl)c(C)[n+]1N | 0.88 | 4 | 1 | 1 | 3 | 1.3 | 10 | 3.4 | -8 |
| CCC(C)C(=O)Nc1cccc(SC)c1 (stereo not drawn) | 0.7 | -13 | -6 | 21 | -5 | -0.2 | -3 | 2.2 | -17 |
| Cn1c(SCC(=O)N2CCOCC2)nnc1-c1cccc(NC(=O)c2ccccc2)c1 | -0.12 | -16 | -9 | 3 | -2 | 0.6 | 8 | 0.0 | 0 |
| CC(C)C(c1nnnn1CCc1ccccc1)N1CCN(C(=O)c2ccco2)CC1 (stereo not drawn) | -0.49 | -10 | 2 | 0 | 3 | -0.5 | 8 | -3.8 | 16 |
| O=C(Nc1cc(C(=O)N2CCOCC2)ccc1N1CCCC1)c1cccs1 | 1.2 | 7 | -3 | 2 | 4 | 0.3 | 8 | 0.8 | 7 |
| CCOC(=O)C1(C)C=C(Nc2ccc(OCC)cc2)C(=O)N1c1ccccc1 (stereo not drawn) | -0.97 | 1 | 1 | 0 | -7 | -0.8 | 4 | 0.4 | 5 |

| molecule | Cl transport mod | Rad51 HR inh | FXIa inh 1536 | Hck Nef HTS | thrombin 1536 | zVAD death inh | FXIIa inh | TNF necrop inh | hK5 inh |
| --- | --- | --- | --- | --- | --- | --- | --- | --- | --- |
| Cn1nc(-c2ccc(C(=O)N3CCN(Cc4ccccc4)CC3)cc2)c2ccccc2c1=O | -0.8 | -1 | -5 | -2 | -10 | -1.0 | -4 | -1.1 | -25 |
| Cc1cc2oc3c(c(=O)c2cc1C)C(c1ccc(C(C)C)cc1)N(CCCN1CCOCC1)C3=O (stereo not drawn) | 0.53 | . | 8 | -7 | 2 | . | 14 | 1.0 | -4 |
| COc1ccc(S(=O)(=O)NCC2CCC(C(=O)NCC(OC)OC)CC2)cc1 (stereo not drawn) | -0.041 | . | 1 | 10 | 1 | 0.2 | 7 | 0.6 | . |
| O=C(NC1(C(F)(F)F)NC(=O)N(c2ccc(F)cc2)C1=O)c1cccs1 (stereo not drawn) | 0.038 | -8 | 3 | 5 | -6 | 0.7 | 4 | 0.3 | -5 |
| O=C(c1ccccc1)n1ccc(-c2cccs2)n1 | 0.11 | -15 | 11 | -99 | -6 | 3.0 | 3 | 1.9 | -5 |
| O=S(=O)(c1ccc(F)cc1)N1CCN(CC(O)COCc2cccs2)CC1 (stereo not drawn) | -0.3 | -2 | 0 | -2 | -7 | 1.6 | -1 | 1.4 | 3 |
| COc1ccc2c(c1)CC(C1(O)C(=O)Nc3ccccc31)C2=O (stereo not drawn) | . | 1 | 1 | 2 | 4 | -0.4 | 17 | -1.9 | 14 |
| CCOc1ccccc1Nc1nc2ccccc2[nH]1 | 0.77 | -3 | 3 | 8 | -7 | -0.4 | 5 | 1.4 | 5 |
| CC(C)c1ccc(N(CC(=O)NCc2ccc(F)cc2)C(=O)c2csnn2)cc1 | . | -62 | 1 | 18 | 1 | 1.1 | 7 | -1.2 | 6 |
| CCOC(=O)c1c(C)n(-c2ccc(C)cc2)c2ccc(OCC(O)CN3CCN(C)CC3)cc12 (stereo not drawn) | 0.42 | -12 | -1 | 24 | -7 | -1.9 | 6 | 2.2 | 11 |
| O=C(COc1nncc2ccccc12)Nc1c(F)c(F)c(F)c(F)c1F | 0.44 | 8 | 1 | 20 | -5 | 0.6 | 7 | -0.6 | 4 |
| CCOC(=O)c1oc2nc(C(C)C)c3c(c2c1N)CC(C)(C)OC3 | -0.69 | -9 | -16 | 0 | -4 | 1.6 | -6 | -1.2 | -20 |
| Cc1csc(NC(=O)c2cc3c(s2)CCCCC3)n1 | . | -6 | 11 | -13 | -1 | -0.6 | 38 | -1.9 | -9 |
| Cc1cccc(CCNC(=O)CN(C)S(=O)(=O)c2cnc[nH]2)c1 | -1.4 | 15 | -7 | -16 | -7 | -1.0 | -2 | 0.9 | -12 |
| Fc1ccc(C2c3[nH]c4ccccc4c3CCN2Cc2ccoc2)cc1 (stereo not drawn) | -0.41 | . | -3 | 1 | -3 | 0.4 | 6 | 0.9 | . |
| COc1c(C(=O)NCCSC(C)(C)C)ccc2ccccc12 | -1.5 | 8 | -6 | -5 | -9 | 0.4 | 10 | 1.5 | -13 |
| Cn1cccc1CNC(=S)Nc1cc(F)cc(F)c1 | 0.77 | 10 | 0 | 29 | -10 | 0.6 | 7 | -0.2 | 0 |
| COc1nccc(C(F)(F)F)c1C(=O)NC(=O)Nc1ccccc1 | 0.86 | 6 | 10 | 6 | 1 | 0.1 | 6 | 1.2 | 1 |
| CCCNc1nc(NCC)nc(OC)n1 | 1.5 | -11 | 2 | 2 | 4 | -0.1 | 18 | -2.1 | -11 |
| CC1CC2(C)CC(C)C1(COC(=O)Nc1ccccc1)CO2 (stereo not drawn) | 1.3 | . | 2 | 2 | -2 | 3.9 | 7 | 1.4 | . |
| COc1nc(-c2ccncc2)nc2ccccc12 | . | 2 | 7 | 0 | -4 | 1.5 | -4 | -3.2 | -4 |
| OCn1c2ccccc2c2ccccc21 | -0.71 | . | 3 | 29 | 2 | -0.4 | 9 | 0.4 | 3 |
| Cn1c([N+](=O)[O-])cnc1COC(N)=O | -0.29 | 5 | 11 | -1 | 1 | 1.4 | 13 | 1.3 | -7 |
| CC(C)c1nnc(NC(=O)CCC(=O)N2CCN(Cc3ccccc3)CC2)s1 | . | 0 | 2 | -2 | 1 | 0.9 | 19 | -0.6 | -13 |
| CCOC(=O)C1CCCN(C(=O)c2cc3c(C)nc4ccccc4c3o2)C1 (stereo not drawn) | . | -2 | 3 | 0 | 1 | -0.4 | 5 | -1.1 | 4 |

| molecule | Cl transport mod | Rad51 HR inh | FXIa inh 1536 | Hck Nef HTS | thrombin 1536 | zVAD death inh | FXIIa inh | TNF necrop inh | hK5 inh |
| --- | --- | --- | --- | --- | --- | --- | --- | --- | --- |
| CC(C)N1CCN(Cc2ccc3nsnc3c2)CC1CCO (stereo not drawn) | . | 2 | 3 | -1 | 2 | 0.0 | 10 | -0.6 | . |
| CC(=O)Nc1ccc(NS(=O)(=O)c2ccc3[nH]c(=O)[nH]c3c2)cc1 | 0.54 | 6 | 2 | 19 | . | 1.0 | 5 | 1.8 | -1 |
| CS/C(=C\[N+](=O)[O-])Nc1ccc(OC(F)(F)F)cc1 | -4.2* | 7 | 4 | 32 | -6 | 2.7 | 7 | 4.5 | -4 |
| COc1ccc2c(c1)CC(C1(O)C(=O)N(C)c3ccccc31)C2=O (stereo not drawn) | -0.021 | 4 | 5 | -1 | 4 | 3.3 | 11 | 2.1 | 4 |
| Cn1cnnc1-c1cccc(NS(=O)(=O)c2ccc(N3CCCC3=O)cc2)c1 | -0.03 | 1 | 0 | 0 | -2 | 0.5 | 5 | -0.4 | -11 |
| COC(=O)C(NC(C)=O)(Nc1ccc(Br)cn1)C(F)(F)F (stereo not drawn) | 0.28 | 1 | 0 | 1 | 2 | 0.1 | 24 | -0.2 | -25 |

3 compounds from above, sorted by the number in Cl transport mod, smallest number first:
canonical_smiles,Cl transport mod
Cn1c([N+](=O)[O-])cnc1COC(N)=O,-0.29
CCSc1ccc(NC(=O)c2cccnc2)cc1,0.14
CCc1nc2ccc(C(=O)Nc3ccc(NC(C)=O)cc3)cc2nc1CC,0.15

Not all compounds are listed; count on the stated rates, not on these rows.
